# CHRM1 PAM: positive allosteric modulators of human M1 muscarinic receptor. 360,000 tested, 0.088% active. activation, % at 3 µM. AID 588819. CHO-K1 hM1, Fluo-8 calcium fluorescence, ACh EC20; 0% = ACh EC20, 100% = maximal ACh; in the data active = activation above about 19%, passing the limit was not always enough
# TAAR1 antagonist: human TAAR1 antagonism. 360,000 tested, 1.5% active. Q96RJ0. CHO RD-HGA16 TAAR1, Fluo-8 calcium fluorescence, antagonist. inhibition, % at 3 µM;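 active = inhibition above a per-plate cutoff, the mean inhibition of test compounds on that plate plus 3 SD, cut at about 49% in these data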;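 note: 0% = DMSO plus EC80 beta-PEA response and 100% = DMSO alone without agonist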
# Target sequence (Q96RJ0 whole entry, looked up): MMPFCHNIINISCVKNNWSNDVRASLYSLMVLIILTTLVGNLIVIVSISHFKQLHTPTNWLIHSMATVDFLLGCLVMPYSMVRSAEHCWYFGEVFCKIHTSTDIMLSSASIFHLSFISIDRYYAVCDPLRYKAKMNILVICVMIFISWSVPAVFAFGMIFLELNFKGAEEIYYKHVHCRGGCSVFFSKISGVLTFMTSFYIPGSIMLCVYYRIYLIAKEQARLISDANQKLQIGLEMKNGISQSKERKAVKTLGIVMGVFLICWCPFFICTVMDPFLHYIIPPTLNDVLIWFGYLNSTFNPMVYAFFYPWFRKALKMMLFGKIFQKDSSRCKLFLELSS
#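 System: RD-HGA16 CHO cells with stable hTAAR1 and Gα16 | Probe or stimulus: EC80 β-phenethylamine stimulus | Dosing: 3 µM, single point | Times: Dye loading 75 min at 37 °C, then 30 min room temperature | Measured by: Fluo-8 calcium-sensitive fluorescence | Read-out basis: % inhibition of agonist calcium response | Replicates: n of 1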
# OXTR potentiator: potentiates the human oxytocin receptor response. activation, % at 3 µM. CHO-OTR cells, Fluo-8 calcium fluorescence, potentiator mode; 0% = oxytocin EC15, 100% = EC100. AID 2445. P30559. 320,000 tested, 0.061% active;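 active = activation above that plate's cutoff, the mean activation of tested compounds plus 3 SD, cut at about 6.6% in these data, passing the limit was not always enough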;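 note: 100% uses oxytocin at 75 nM as the full agonist control; some results filed as inactive read as strong as hits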
#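 Material: CHO-OTR cells, human receptor; compound dosing: single dose, 3.0 µM nominal final compound concentration; schedule: 6 min compound pre-incubation at room temperature, 100 s kinetic read; measured by: kinetic Fluo-8 calcium fluorescence; read-out basis: % activation vs EC15 and EC100 oxytocin; controls: EC15 oxytocin alone as 0%, 75 nM oxytocin as 100%; replicates: singlicate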
# M1 antag: blocks human M1 muscarinic receptor; CHO-K1 hM1, Fluo-8 calcium fluorescence, ACh EC80 antagonist; inhibition, % at 3 µM; 360,000 tested, 1.3% active;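 active = percent inhibition above its own plate's cutoff, namely the mean of that plate's compound wells plus 3 SD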;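 note: peak over basal fluorescence ratio during 140 s after agonist addition; 0% = ACh EC80 plus DMSO and 100% = DMSO alone without agonist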
# V1R ag counter: activates human V1a receptor in oxytocin agonist counter-screen | P37288 | CHO-V1R cells, Fluo-8 calcium fluorescence, agonist mode; 0% DMSO, 100% 3 nM vasopressin | activation, % at 3 µM | 320,000 tested, 0.25% active;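 active = activation above the mean activation of all tested compounds plus 3 SD, per screening run, cut at about 20% in these data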;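 note: signal is peak over basal fluorescence ratio across a 100 second FLIPR read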
# Target sequence (P37288 whole entry, looked up): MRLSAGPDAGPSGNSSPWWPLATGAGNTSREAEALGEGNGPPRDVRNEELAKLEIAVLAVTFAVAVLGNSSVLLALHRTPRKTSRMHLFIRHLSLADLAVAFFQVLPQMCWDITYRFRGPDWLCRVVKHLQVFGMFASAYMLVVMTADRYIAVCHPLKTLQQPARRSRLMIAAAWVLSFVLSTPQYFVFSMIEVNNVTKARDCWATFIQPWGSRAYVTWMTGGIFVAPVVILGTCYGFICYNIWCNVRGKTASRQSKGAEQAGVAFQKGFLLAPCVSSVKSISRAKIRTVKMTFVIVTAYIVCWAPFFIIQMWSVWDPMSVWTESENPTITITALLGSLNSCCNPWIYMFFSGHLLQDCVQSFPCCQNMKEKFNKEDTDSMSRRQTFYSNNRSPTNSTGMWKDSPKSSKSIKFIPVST
# CHO parental Ca: signal in parental CHO cells, OX1R antagonist counter-screen | parental CHO-K1, ATP-induced calcium, Fluo-8 fluorescence | inhibition, % at 5.6 µM | 330,000 tested, 0.63% active | AID 463079;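 active = inhibition above that plate's mean sample inhibition plus 3 SD, cut at about 26% in these data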;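 note: 0% = ATP-challenged DMSO wells and 100% = DMSO wells without ATP; some compounds past the cut are filed as inactive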
#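 material = parental CHO cells | also added = ATP as calcium-mobilizing challenge | dosing = single point at 5.6 µM | detection = intracellular calcium via Fluo-8 no-wash fluorescent dye | read-out = % inhibition | benchmarks = low control ATP plus DMSO, high control DMSO only | repeats = one well per compound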
# CHRM1 agonist: human M1 muscarinic receptor agonism; P11229; CHO-K1 hM1, Fluo-8 calcium fluorescence, agonist mode; 0% DMSO, 100% acetylcholine EC100; activation, % at 3 µM; 360,000 tested, 0.33% active;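 active = activation above the run's mean compound activation plus 3 SD, cut at about 16% in these data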;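 note: peak over basal fluorescence ratio within a 140 s kinetic read after compound addition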
# TAAR1 ag: agonists of human TAAR1; CHO RD-HGA16 TAAR1, Fluo-8 calcium fluorescence; vehicle wells 0%, saturating PEA agonist 100%; activation, % at 3 µM; 360,000 tested, 0.99% active; AID 624467;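 active = activation above the mean activation of all test compounds in the run plus 3 SD, cut at about 38% in these data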
#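 Repeats: no replicates (n 1) | Material: CHO-derived RD-HGA16 cells with stable Gα16 and human TAAR1 | Technique: Kinetic Fluo-8 calcium fluorescence | Schedule: 17-24 h seeding, 75 min 37 °C dye, 30 min RT | Evaluation: % activation from peak over basal fluorescence ratio, DMSO-to-PEA scaled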
# OXTR agonist: human OXTR agonism | activation, % at 3 µM | P30559 | CHO-OTR cells, Fluo-8 calcium fluorescence; normalized: DMSO 0%, oxytocin 100% | 320,000 tested, 0.32% active;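 active = activation above the mean of all tested compounds plus 3 SD, cutoff set per screening run, cut at about 20% in these data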;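 note: peak over basal fluorescence ratio from a 100 s FLIPR kinetic read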
# * marks the source's active call; other numbers are inactive results; / = no result given.
SMILES,CHRM1 PAM,TAAR1 antagonist,OXTR potentiator,M1 antag,V1R ag counter,CHO parental Ca,CHRM1 agonist,TAAR1 ag,OXTR agonist
CCOc1ccc(CNC(=S)N/N=C\c2ccc([N+](=O)[O-])cc2)cc1,0,10,-10,-10,-0.7,-14,-5,13,-0.8
COc1cnn(C(C)(C)C)c(=O)c1Cl,-2,7,-3,3,-0.5,-3,-2,9,-0.8
O=C(Nc1ccc(C(=O)N2CCCC2)cc1)C1CCCC1,8,-1,/,-21,/,/,-5,1,/
C/C(CC(=O)Nc1cccc(F)c1)=N\NC(=O)C(=O)NC1CCCCC1,2,-4,-3,-7,-0.5,-13,-4,2,-0.6
C[C@H](CO)N1C[C@H](C)[C@@H](CN(C)S(=O)(=O)c2cccs2)Oc2ccc(NC(=O)Nc3ccccc3)cc2C1=O,-8,14,15*,-4,2.9,-19,-10,0,2.6
COc1ccc(CNC(=O)C2CCC(CNS(=O)(=O)c3ccc(C)cc3)CC2)cc1 (stereo not given),8,10,-8,-7,5.8,-16,-1,5,2.4
O=C(Cn1nnc2ccccc21)N/N=C/c1ccco1,-1,6,-9,3,-0.7,12,-6,8,-0.1
Cc1ccc(NC(=O)c2cncc(Br)c2)c([N+](=O)[O-])c1,17,-21,-4,-4,1.0,-23,0,8,-0.5
O=C(Nc1ccc2c(c1)OCCO2)C(CCc1ccccc1)N1CCN(c2ccc(F)cc2)CC1 (stereo not given),-1,-5,/,-25,/,/,1,5,/
c1ccc(N2CCN(Cc3cnc(N4CCOCC4)s3)CC2)cc1,4,-1,-4,-8,0.9,1,-7,6,0.1
CN1C(=O)C2(OCC(COc3ccc(Cl)cc3)O2)c2ccccc21 (stereo not given),0,27,-12,-15,1.8,-7,-1,8,1.4
O=C1C2C3CCCC3=C3CCCC3C2C(=O)N1c1ccc(Cl)cc1 (stereo not given),6,-8,-5,-13,-1.1,-22,-4,1,-1.1
O=C(C1CCCCN1S(=O)(=O)c1ccc(F)cc1)N1CCN(c2ccccc2F)CC1 (stereo not given),3,-7,-4,-10,1.0,-2,-2,0,-2.1
O=C(OCc1ccc(Br)cc1)c1cccnc1Cl,7,4,-9,-8,1.7,-7,-6,-4,-0.3
O=C(N/C(=C\c1ccc(O)cc1)C(=O)N1CCCCC1)c1ccccc1,-7,21,-6,3,2.2,-3,-1,14,1.9

# Entries of single compounds, looked up by structure. Order of screens: CHRM1 PAM	TAAR1 antagonist	OXTR potentiator	M1 antag	V1R ag counter	CHO parental Ca	CHRM1 agonist	TAAR1 ag	OXTR agonist
# CN1C(=O)C2(OCC(COc3ccc(Cl)cc3)O2)c2ccccc21 (stereo not given) in the list: 0	27	-12	-15	1.8	-7	-1	8	1.4
# CCOc1ccc(CNC(=S)N/N=C\c2ccc([N+](=O)[O-])cc2)cc1 in the list: 0	10	-10	-10	-0.7	-14	-5	13	-0.8

# New compounds follow
SMILES,CHRM1 PAM,TAAR1 antagonist,OXTR potentiator,M1 antag,V1R ag counter,CHO parental Ca,CHRM1 agonist,TAAR1 ag,OXTR agonist
Cc1ccc(S(=O)(=O)N2CCCCC2)cc1NC(=O)C1CC(=O)N(Cc2ccccc2)C1 (stereo not given),2,-4,-8,-1,0.5,-28,-10,0,-1.7
COc1ccc(N2CCN(C(=O)CCS(=O)(=O)c3ccc4c(c3)NC(=O)C(C)S4)CC2)cc1 (stereo not given),-6,4,-4,12,15,-12,1,5,10
Cc1ccc(C(O)C(=O)c2ccco2)cc1 (stereo not given),2,6,4,9,1.6,-1,-1,9,-0.5
CCCc1cc(=O)n2[nH]c(C)c(-c3ccccc3)c2n1,10,-16,1,-13,-0.3,-14,-3,4,-0.9
O=C(NNC(=O)C12CC3CC(CC(C3)C1)C2)c1cccc(O)c1,0,-11,3,-4,1.3,-6,-1,0,0.5
O=C(NNC(=O)C1CCN(Cc2ccc(Cl)c(Cl)c2)CC1)c1cccs1,4,1,-6,-2,0.8,-14,-5,0,0.9
O=C(c1ccccc1Oc1nnnn1-c1ccccc1)N1CCOCC1,6,7,-8,-7,0.2,-8,-2,6,-0.1
COCCN(C(=O)Cc1cccs1)C(C(=O)NCc1ccc(OC)cc1)c1ccc(C(C)C)cc1 (stereo not given),-20,64*,-3,16,2.5,14,-2,15,0.1
NC(N)=N/N=C/c1ccccc1,14,89*,-3,-17,0.8,3,7,63*,-0.1
CSC1=NCCN1C(=O)Cc1cccs1,3,0,1,-2,0.0,-6,-3,1,0.4
CCNC(=O)CC1C(=O)N(c2ccc(F)cc2)C(=S)N1CCc1ccncc1 (stereo not given),6,-10,-16,-6,3.1,-12,-6,0,-0.7
CC(=O)Nc1c(C(=O)c2ccccc2)oc2ccccc12,4,-9,-4,-5,-1.9,-3,-6,5,-2.3
O=C(NC1=NCCS1)c1cc(-c2cccc(Br)c2)nc2ccccc12,-9,34,-4,8,-0.1,-28,-13,6,9.2
CC(=O)Nc1ccc(/C=C/c2nc3ccccc3o2)cc1,3,12,-9,-1,1.8,-13,-5,0,-0.3
CC1CCN(C(=O)c2cc3c(ccc4ccccc43)o2)CC1,2,-6,-14,-7,0.2,-22,-4,9,-0.9

# Three entries from above, ordered by the number in CHRM1 PAM, smallest number first:
molecule | CHRM1 PAM | TAAR1 antagonist | OXTR potentiator | M1 antag | CHRM1 agonist
C[C@H](CO)N1C[C@H](C)[C@@H](CN(C)S(=O)(=O)c2cccs2)Oc2ccc(NC(=O)Nc3ccccc3)cc2C1=O | -8 | 14 | 15* | -4 | -10
CSC1=NCCN1C(=O)Cc1cccs1 | 3 | 0 | 1 | -2 | -3
O=C(OCc1ccc(Br)cc1)c1cccnc1Cl | 7 | 4 | -9 | -8 | -6

# New compounds follow.
SMILES,CHRM1 PAM,TAAR1 antagonist,OXTR potentiator,M1 antag,V1R ag counter,CHO parental Ca,CHRM1 agonist,TAAR1 ag,OXTR agonist
COC(=O)c1ccc(NC(=O)c2ccc3c(c2)NC(=O)C2CCCN32)cc1 (stereo not given),/,/,-4,/,0.9,-10,/,/,0.2
CN(C)S(=O)(=O)c1ccc2nnn(OCC(=O)NC3CCS(=O)(=O)C3)c2c1 (stereo not given),5,-4,4,-2,0.3,-13,-2,-1,0.4
Cc1cc(C(=O)Cn2c(CO)nc3ccccc32)c(C)n1C,6,-1,-7,-6,1.6,-11,-3,4,0.3
COc1c(O)c(=O)n2c3ccccc3c3ccnc1c32,4,-33,-1,-7,0.8,-7,-6,-1,-0.6
Cc1ccc(CNC(=O)CN2CCN(Cc3ccc(Cl)cc3)C2=O)cc1,-8,-22,-5,-17,1.8,-14,-4,2,-0.9
CCOc1ccc(NC(=O)COC(=O)CNC(=O)c2ccc(-c3ccccc3)cc2)cc1,-6,-14,-2,17,1.2,2,-2,11,0.3
O=C1OC(c2ccccc2)(c2ccccc2)c2ccsc21,-8,-19,/,2,/,/,-8,2,/
COC(=O)CCC(=O)N1CCOCCOCCOCC1,1,-3,-6,-3,1.1,-3,-3,4,1.6
c1ccc(-c2noc(-c3cccnc3)n2)cc1,-4,-29,0,4,0.7,-7,-3,7,0.1
O=C(O)c1cc(-c2ccc3c(c2)OCCO3)n[nH]1,-4,6,7,-1,1.8,-2,-5,3,3.0
CCOC(=O)c1sc2ncn(C(CC)C(=O)OCC)c(=O)c2c1C (stereo not given),10,1,-2,-17,-0.1,-24,-3,9,-2.2
CN(C)CCCNS(=O)(=O)c1cc(Cl)c(Cl)cc1Cl,-3,-8,-2,2,-0.4,-5,-7,2,2.3
COc1ccc(-n2nc3c(c2NC(=O)C2CC2)CS(=O)(=O)C3)cc1,3,-24,-12,-1,1.2,-3,1,4,0.2
CC(C)N1CCN(Cc2ccc(-c3ccccc3)cc2)CC1CCO (stereo not given),-10,6,3,10,1.5,-13,-7,3,5.7
C=C[C@]1(C)C[C@H]1[C@H](NP(=O)(c1ccccc1)c1ccccc1)c1ccccc1,13,11,-10,7,-0.8,-4,9,2,-2.0
OC(CNc1ccccc1)COc1ccc(OCC(O)CNc2ccccc2)cc1 (stereo not given),1,34,-21,4,8.9,50*,2,27,15
O=C(O)CCCN1C(=O)c2ccc(C(=O)c3cccc([N+](=O)[O-])c3)cc2C1=O,-9,-2,-6,4,0.8,-4,-4,1,1.3
C[C@@H]1CN([C@@H](C)CO)C(=O)CCCn2nncc2CO[C@H]1CN(C)C(=O)c1ccc(N2CCN(C)CC2)cc1,-5,8,/,5,/,/,-7,2,/
CSc1nc(-c2ccco2)nn1C(=O)c1ccccc1Cl,6,2,/,-11,/,/,-3,1,/
CC(C)COC(=O)C1C(=O)CC(C)(O)C(C(=O)OCC(C)C)C1c1cccnc1 (stereo not given),6,-3,1,-1,-0.1,-12,-2,18,-0.8
Cc1ccccc1/C=N\NC(=O)c1ccccc1-n1cccc1,5,-16,-15,-3,-1.7,-32,-5,-1,-2.2
COC(=O)CC1COc2ccccc2N1S(=O)(=O)c1ccc(Br)cc1 (stereo not given),1,9,-19,4,-0.6,-18,-5,-3,-1.4
C=CCN1C(=O)c2ccc(C(=O)N(CCOC)c3c(N)n(CCCC)c(=O)[nH]c3=O)cc2C1=O,8,-1,-3,-9,0.4,27,0,0,0.9
CC1=C(C(=O)N(C)C)CC(CC(=O)NC(c2ccccc2)c2ccccc2)C(=O)N1Cc1ccc(F)cc1 (stereo not given),10,1,/,1,/,/,1,0,/
CC(C)c1ccc(NC2CCCN(C(=O)CCCn3cncn3)C2)cc1 (stereo not given),6,6,-4,2,-0.2,-14,-1,2,0.1
C/C(CC(=O)Nc1ccc(N(C)C)cc1)=N\NC(=O)c1ccc(F)cc1,3,20,2,-11,0.1,-8,-1,0,-0.7
Cc1ccc(OCCN2CCN(C(=O)CCC(=O)Nc3nnc(C(C)C)s3)CC2)cc1,-12,16,-21,15,6.4,-12,9,16,7.2
O=C(c1nc2ccc(Cl)cn2c1CNCC[C@@H]1C[C@@H]2C=C[C@H]1C2)N1CCCCCCC1,-5,14,2,14,1.5,-24,-6,11,-2.1
Cc1cccc(N(C(=O)CCC(=O)Nc2cc(C)on2)C(C(=O)NC2CCCC2)c2ccncc2)c1 (stereo not given),6,-3,4,-9,0.5,-8,-4,5,-0.3
O=C(Nc1ccc(C(=O)O)cc1)/C(=C\c1ccco1)NC(=O)c1ccc(Br)cc1,4,-10,/,-6,/,/,-3,3,/
O=C(NCc1ccc2c(c1)OCO2)c1ccc2snnc2c1,8,17,-1,-11,0.9,-11,-4,2,-0.2
Clc1ccc2nc(-c3ccccc3)c(CC3CCCCC3)n2c1,3,-26,/,1,/,/,-7,-1,/
CC1Cc2ccccc2N1C(=O)C1CCN(S(=O)(=O)Cc2ccccc2)CC1 (stereo not given),-2,-4,-12,-1,2.6,-32,-3,8,0.0

# Source: PubChem
